Compound activity: PubChem, Broad Institute
DENV2 CPE rescue – DENV2-induced cell death inhibition; DENV2-infected cells, cytopathic effect rescue, plate reader; actives 1.7% (n = 350,000); CPE inhibition, % at 9.99 µM; AID 651640; in the data active means CPE inhibition above about 20%, passing the limit was not always enough; inconclusive means no clear call, values can overlap the other calls; tested in BHK-21 cells;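 further: 0% = median of neutral control wells and 100% = median of positive control wells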
PAX8 reporter – inhibitors of PAX8 transcriptional activity in RMG-I cells | RMG-I TPO-luciferase reporter, SteadyGlo, 24 h | inhibition, % at 12.6 µM | actives 1.2% (n = 360,000);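 active means mean replicate inhibition at least 60% with every replicate also reaching 60%; inconclusive means only one of the two criteria is met; inactive means mean below 60% and not all replicates reaching 60%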;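 further: luciferase light reporting Pax8 driven TPO promoter activity; plate controls were median of neutral control wells for no effect and mitoxantrone controls for full effect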
F508del corr – correctors of CFTR F508del function in bronchial epithelial cells | CFBE cells, YFP halide quenching; stimulated with forskolin plus potentiator P3; % fluorescence drop versus neutral controls | activity (quench increase), % at 7.58 µM | actives 0.36% (n = 350,000) | AID 720511;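 active means mean added fluorescence quench of at least 8% versus neutral control, with both replicates also reaching 8%; inconclusive means only one of the mean or replicate conditions met; inactive means mean below 8% and not both replicates reaching 8%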;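 further: cells transiently co-express mutant CFTR-F508del with the halide-sensitive YFP; corrector assay measuring rescue of mutant channel to the surface after 24 h compound exposure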
INS-1E GSIS act – GLuc luminescence reporter in INS-1E cells, primary screen for activators of glucose-dependent secretion of insulin | INS-1E GLuc reporter insulin secretion, 2-3 h | activation, % at 16.6 µM | actives 0.61% (n = 370,000);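 active means lowest replicate activation of at least 40%, so every replicate reaches that level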;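 further: 0% = median of neutral control wells and 100% = median of IBMX positive control wells; some compounds called inactive have numbers as strong as hits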
XiGFP reactiv – X-chromosome reactivation activator. actives 0.055% (n = 360,000). activation, % at 7.58 µM. XiGFP mouse fibroblasts, % GFP-positive cells imaging, 3 d; cells co-treated with 5-aza-dC sensitizer; scaled so ellipticine positive control = 100%;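 active means mean normalized replicate activation at least 10% and every replicate at or above 10%; inconclusive means only one of the two criteria met; inactive means mean below 10% and not all replicates reach 10%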;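 further: 0% = median of on-plate neutral control wells and 100% = ellipticine 6 µM median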
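System: SV40-immortalized XiGFP fibroblast cells, line 68-5-11 / Incubation: 3-day compound exposure, then 15 min fixation at room temperature / Compound: single concentration per compound, delivered by pin transfer / Buffer or medium: DMEM plus 5-aza-dC sensitizer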
ARNT TACC3 PPI – disruptors of human ARNT/TACC3 interaction; Q9Y6A5; AlphaScreen His-ARNT PAS-B/GST-TACC3 binding, luminescence; TACC3 fragment carries E629A point mutation; inhibition, % at 9.99 µM; actives 0.66% (n = 390,000);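 active means mean inhibition of replicates at least 50% and at least half of replicates each reaching 50%; inconclusive means half or more replicates reach 50% but mean below 50%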;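 further: 0% = complete ARNT plus TACC3 wells and 100% = ARNT alone without TACC3; many hits fall short of the cut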
EWS-Fli inh – inhibitors of EWS/Fli oncoprotein transcriptional activity; A673 NR0B1-luciferase reporter, viability-normalised; inhibition, % at 12.6 µM; actives 0.67% (n = 350,000);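 active means mean inhibition of at least 50% after viability correction, with every replicate also passing that limit; inconclusive means mean reaches 50% but only one of two replicates passes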;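 further: firefly luciferase signal divided by Alamar Blue viability fluorescence both relative to DMSO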
ERp5 inh – ERp5 (human) disulfide isomerase inhibition; Q15084; ERp5 insulin aggregation, absorbance 650 nm, 90 min; inhibition, % at 9.99 µM; actives 0.05% (n = 350,000);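 active means mean replicate inhibition above about 25%, with every replicate also reaching it, limit read from the data, passing the limit was not always enough; inconclusive means only one of those two criteria met; inactive means neither criterion met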
Target sequence (Q15084 whole entry, looked up): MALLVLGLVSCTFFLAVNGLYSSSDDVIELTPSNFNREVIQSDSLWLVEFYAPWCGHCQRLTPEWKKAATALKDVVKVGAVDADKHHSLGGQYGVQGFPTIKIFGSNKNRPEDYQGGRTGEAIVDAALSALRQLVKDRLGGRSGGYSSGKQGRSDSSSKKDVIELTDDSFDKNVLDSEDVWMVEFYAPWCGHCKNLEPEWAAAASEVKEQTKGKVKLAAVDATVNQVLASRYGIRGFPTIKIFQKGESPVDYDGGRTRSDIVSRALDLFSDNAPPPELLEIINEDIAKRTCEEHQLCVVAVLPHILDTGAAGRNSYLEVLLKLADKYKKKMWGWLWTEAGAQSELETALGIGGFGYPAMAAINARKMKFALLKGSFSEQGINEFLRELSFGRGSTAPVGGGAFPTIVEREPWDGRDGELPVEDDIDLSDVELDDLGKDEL
* = called active by the depositor; ? = inconclusive; . = not tested or not shown; & = joins results of further samples.

SMILES	DENV2 CPE rescue	PAX8 reporter	F508del corr	INS-1E GSIS act	XiGFP reactiv	ARNT TACC3 PPI	EWS-Fli inh	ERp5 inh
O=C(Nc1ccn(CCCN2CCN(Cc3ccc(F)cc3)CC2)c(=O)n1)OCc1ccccc1	?	1	-0.3	4	0.0	.	1	-2
Cc1noc(C)c1NC(=O)Nc1ccc2c(c1)C(=O)N([C@@H](C)CO)C[C@@H](C)[C@H](CN(C)C(=O)c1ccccc1)OCCCC[C@H](C)O2	-5	-29	2.8	8	0.0	6	3	2
O=C1NC2=C(C(=O)CCC2)C(c2cccc([N+](=O)[O-])c2)N1 (stereo not drawn)	10	12	1.0	.	0.0	-4	-1	2
COc1ccc(CN(C)C[C@@H]2OCCCC[C@@H](C)Oc3ccc(NC(=O)CCCN(C)C)cc3C(=O)N([C@H](C)CO)C[C@H]2C)cc1	6	-17	1.3	9	0.0	-2	-10	-8
COC(=O)C[C@H]1C=C[C@@H](NC(=O)NC2CCCCC2)[C@@H](CO)O1	-6	9	-0.5	24	0.1	.	0	6
CCOc1ccc(NC(=O)NNC(=O)C(C)Oc2ccccc2OC)cc1 (stereo not drawn)	-13	10	-2.4	-2	0.0	-14	.	-3
CC[C@@]12C(=O)N(c3ccc(C)cc3)C(=O)N1[C@H](c1cccc(C)c1)[C@@H]1C(=O)N(Cc3ccccc3)C(=O)[C@@H]12	-12	0	4.4	-8	-0.2	-26	-7	0
CC(OC(=O)C1CC2CCCC(C1)C2=O)C(=O)Nc1cccc([N+](=O)[O-])c1 (stereo not drawn)	5	8	-0.5	-12	-0.1	0	2	5
O=C(CSc1nc(=O)n2ccccc2n1)N1CCCCCC1	-4	1	-1.6	10	0.3	-3	0	0
O=C1CN(C(=O)C2CCCC2)CCN1	-2	6	.	18	0.1	-2	-2	-7
CCNC(=S)Nc1scc(-c2ccccc2)c1C(=O)OCC	-5	-1	.	20	0.0	-1	-22	0
C[C@@H]1CN([C@H](C)CO)C(=O)c2cccc(NC(=O)Nc3cccc4ccccc34)c2O[C@@H]1CN(C)Cc1ccc(-c2ccccc2)cc1	.	.	-0.2	-12	0.1	.	1	.

Complete entries from above.
CC(OC(=O)C1CC2CCCC(C1)C2=O)C(=O)Nc1cccc([N+](=O)[O-])c1 (stereo not drawn) is listed as DENV2 CPE rescue = 5; PAX8 reporter = 8; F508del corr = -0.5; INS-1E GSIS act = -12; XiGFP reactiv = -0.1; ARNT TACC3 PPI = 0; EWS-Fli inh = 2; ERp5 inh = 5
COC(=O)C[C@H]1C=C[C@@H](NC(=O)NC2CCCCC2)[C@@H](CO)O1 is listed as DENV2 CPE rescue = -6; PAX8 reporter = 9; F508del corr = -0.5; INS-1E GSIS act = 24; XiGFP reactiv = 0.1; ARNT TACC3 PPI = .; EWS-Fli inh = 0; ERp5 inh = 6

Next part:
SMILES	DENV2 CPE rescue	PAX8 reporter	F508del corr	INS-1E GSIS act	XiGFP reactiv	ARNT TACC3 PPI	EWS-Fli inh	ERp5 inh
O=C(CCC(F)(F)F)N1CCC(CO)(CCc2ccccc2)CC1	-4	-9	-1.8	-18	0.0	4	-12	-11
CCN(CC(=O)NC1CCS(=O)(=O)C1)S(=O)(=O)c1cccc(C(C)=O)c1 (stereo not drawn)	6	-2	0.8	-4	0.0	-6	-22	6
Cc1ccc(SCC(=O)N(C)CC(=O)Nc2cccc(F)c2)c(C)c1	-6	-1	-3.8	-15	0.1	.	-10	-5
COc1ccc(C2(c3ccc(OC)cc3)NC(=O)N(CC(=O)Nc3ccc(OC)c(OC)c3)C2=O)cc1	-1	14	1.8	-10	0.0	7	7	10
Cc1cc(C(=O)N2CCCC(Nc3ccc(F)cc3)C2)n(C)n1 (stereo not drawn)	5	13	-1.1	-14	0.0	-2	4	1
CCC(=O)NC(c1ccc(OC)cc1)c1c(O)ccc2ccccc12 (stereo not drawn)	-2	6	3.0	-15	1.0	.	46	2
COc1ccc2c3c([nH]c2c1)[C@H](CO)N(C(C)=O)CC31CN(C(=O)c2cccc(F)c2)C1	83*	.	1.1	31	0.5	.	1	.
COc1cc(C(=O)NCc2ncccc2C)ccc1OC1CCN(C(C)=O)CC1	3	-8	0.2	-5	0.4	1	-19	1
O=C(O)c1cccc(N2C(=O)Nc3ccccc3N2O)c1	.	-10	.	19	0.3	-8	.	.
COCc1cn(CC[C@H]2CC[C@H](NC(=O)Nc3ccc(C(F)(F)F)cc3)[C@@H](CO)O2)nn1	1	.	-1.7	5	1.2	-5	.	5
CCOc1ccc(N=Nc2c(=O)[nH]n3c(=O)c4c([nH]c23)CCCC4)cc1	.	-15	.	-12	0.0	5	.	.
C[C@H]1CN([C@@H](C)CO)C(=O)c2cc(C#CCC3CCCC3)cnc2O[C@H]1CN(C)Cc1ccccn1	-4	.	3.7	-8	0.0	.	4	-1
C[C@@H]1CN([C@H](C)CO)C(=O)Cc2cc(NC(=O)Nc3cccc4ccccc34)ccc2O[C@H]1CN(C)C(=O)Nc1ccc(F)cc1	-8	3	-2.6	-1	0.0	0	7	9
O=C(O)C[C@@H]1CC[C@@H](NC(=O)Nc2cc(F)ccc2F)[C@H](CO)O1	-6	10	2.1	-10	-0.5	-9	1	2
CCCCNC(=O)C1CC(c2c(Cl)cccc2Cl)=NO1 (stereo not drawn)	?	0	-0.7	6	0.0	-7	-12	-5
CCCCn1c(=O)c(CCC(=O)OCC(=O)NCc2ccc(OC)c(OC)c2)nc2ccccc21	-1	-4	0.3	7	-0.3	0	-19	-3
COC(=O)c1cccc(NS(=O)(=O)c2cccs2)c1C	.	-9	.	-4	.	-5	.	6
CC1CC(C)CN(S(=O)(=O)N2CCC(C(=O)NCCc3ccccc3)CC2)C1 (stereo not drawn)	20	-11	1.2	3	0.2	-4	.	-1
CCc1cc(=O)oc2cc(C)cc(OCC(=O)NC3CCN(Cc4ccccc4)CC3)c12	-4	20	-2.9	22	0.0	-1	7	-1
CC1CCN(S(=O)(=O)c2ccc(NC(=O)CN3CCCC3)cc2)CC1	0	1	0.1	-5	-0.1	5	10	1
Cc1cc(C)nc(/N=C(\N)Nc2ccc(S(=O)(=O)Nc3nccc(C)n3)cc2)n1	1	1	-1.8	-2	0.5	-3	5	1
CN(Cc1cccs1)C(=O)CN1CCN(S(=O)(=O)c2ccc3c(c2)OCCCO3)CC1	-8	2	-1.3	1	0.0	3	4	-5
COc1cccc(OC)c1C(=O)Nc1cccc(-c2ccc3nncn3n2)c1	-1	-1	0.7	1	0.0	-2	11	6
CCOc1ccccc1NC(=O)COC(=O)C(CC(C)C)N1C(=O)C2CC=CCC2C1=O (stereo not drawn)	.	11	.	-13	0.0	-3	10	.
NC(=O)CC(NC(=O)c1ccccc1)c1ccc(NCc2ccc(F)cc2)c([N+](=O)[O-])c1 (stereo not drawn)	.	24	1.9	-6	0.0	4	2	.
CC(C)N(Cc1ccccc1)S(=O)(=O)c1ccc(F)cc1	5	22	0.7	-38	0.0	-3	-8	-3
COCCCNCCCCOc1ccc(Br)cc1Cl	.	6	0.2	16	-0.1	-4	1	?
COc1ccc(CC(=O)Nc2c(C(N)=O)oc3ccccc23)cc1OC	-4	28	4.6	-6	0.1	22	4	4
C[C@@H]1CN([C@@H](C)CO)C(=O)Cc2cc(NC(=O)Cc3ccccc3)ccc2O[C@@H]1CN(C)S(=O)(=O)c1ccc(Cl)cc1	-9	14	-2.5	-15	-1.4	8	-7	2
COC(=O)c1cc2c(c3c4ccccc4n(S(=O)(=O)c4ccccc4)c13)C(=O)N(C)C2	-1	25	-2.7	.	0.1	.	12	2
O=C(NCc1ccccc1)C1=C[C@H](c2coc3ccccc3c2=O)C[C@H](OCc2ccc(CO)cc2)O1	-2&2	16&1	-2.8&-0.4	-4	0.1	-6&-4	3&7	-2&4
COC1CCN(C(=O)C2CCC(=O)N(CCc3cccc(F)c3)C2)CC1 (stereo not drawn)	?	-41	2.2	27	0.0	1	.	-8
O=S(=O)(c1ccccc1)N(c1ccccc1)S(=O)(=O)c1ccccc1	-2	-24	0.0	.	0.0	5	-8	6
Cc1nc2c(ccc3nc(NC(=O)c4ccc(S(=O)(=O)N(C)C)cc4)sc32)s1	-1	.	2.2	1	.	1	-12	0
c1ccc(-c2[nH]ncc2CN2CCN(Cc3ccc4c(c3)OCO4)CC2)cc1	-4	1	.	17	0.0	2	-3	-1
CC(C)=CCCC(C)CN1CCC(n2nccc2NC(=O)c2cccnc2)CC1 (stereo not drawn)	-4	-4	-4.4	-3	0.2	0	3	6
CC(=O)N1[C@@H]2Cn3c(cccc3=O)[C@H]1[C@@H](C(=O)NCC1CCCCC1)[C@@H]2CO	-6	-1	-2.1	0	0.1	-6	-4	-1
COc1ccc(CNC(=O)Cn2cccc2C(=O)c2ccccc2)cc1	4	-111	0.8	4	0.7	6	.	5
COc1ccc(-c2csc(C(C#N)=C(O)CSc3nccn3C)n2)cc1OC	.	-5	-10	.	0.1	.	3	-2
COCC#Cc1cnc2c(c1)C(=O)N([C@H](C)CO)C[C@@H](C)[C@@H](CN(C)Cc1ccccc1F)O2	1	.	1.0	2	-0.6	-1	-2	2
Cc1cc(C(=O)O)ccc1NCc1cccnc1	0	0	-2.2	22	0.0	8	-6	-5
O=C(C[C@@H]1C[C@H]2c3cc(NC(=O)c4cccnc4)ccc3O[C@H]2[C@@H](CO)O1)NCc1ccc(Oc2ccccc2)cc1	-5	-11	0.2	-1	0.1	10	-11	2
O=[N+]([O-])c1ccc(SCc2c(F)cccc2Cl)nc1	-3	15	0.0	11	0.0	-1	-32	-1
O=C(Nc1ccc2cn[nH]c2c1)c1ccc(S(=O)(=O)N2CCOCC2)cc1	18	39	-0.5	4	0.4	7	13	-2
C[C@@H]1CCCCO[C@@H](CN(C)Cc2ccc(Cl)c(Cl)c2)[C@@H](C)CN([C@@H](C)CO)C(=O)c2cc(NC(=O)Nc3ccc4c(c3)OCO4)ccc2O1	0	.	-0.8	-1	0.2	2	-5	-1
COc1ccc(-c2nnc(SCc3ccc(C(=O)O)cc3)n2N)cc1	-4	-2	3.2	-1	0.0	-3	4	-2
CC1CCCN(C(=O)c2cccc(S(=O)(=O)N3CCCC3)c2)C1 (stereo not drawn)	-2	-15	-1.3	24	0.5	-12	0	0
Cc1noc(C)c1S(=O)(=O)NCc1ccc(CN(C)C)cc1	-2	-9	2.1	3	0.4	-2	1	0
O=C1NC(=S)SC1=Cc1ccc2c(c1)OCO2	-7	-4	0.3	23	0.1	-5	-11	7
O=S(=O)(NC1CCCCCCC1)c1ccccc1F	2	-3	2.5	15	0.2	3	-5	-9
CCN(CC)C(=O)C1CCCN(Cc2ccccc2)C1 (stereo not drawn)	-1	.	-1.5	29	.	-14	9	-5
CC(C)NC(=O)N(C)C[C@@H]1Oc2cc(C#C[C@@H](C)O)ccc2S(=O)(=O)N([C@@H](C)CO)C[C@@H]1C	7	-13	-1.6	8	-0.7	-2	-10	-7
COc1ccc(C(=O)Nc2ccc3c(c2)OC[C@@H](C)N(Cc2cocn2)C[C@H](C)[C@H](OC)CN(C)C3=O)cc1	-3	0	1.4	13	0.1	-2	-21	1
O=C(C[C@@H]1C[C@@H]2c3cc(NC(=O)C4CCC4)ccc3O[C@@H]2[C@H](CO)O1)NC1CCCCC1	-5	4	-1.2	12	0.2	.	-8	.
COc1ccccc1S(=O)(=O)N[C@@H]1CC[C@H](CCNC(=O)C2CCOCC2)O[C@@H]1CO	18	.	-1.3	19	0.5	.	.	-2
O=S(=O)(c1ccc2nnn(OCc3ccccc3)c2c1)N1CCOCC1	-6	6	-0.1	28	0.0	-1	7	2
